# Compound activity (PubChem)
# Mcl1-Noxa inh: disrupts binding of human Mcl-1 to Noxa peptide; inhibition, % at 21.7 µM; Q07820; 1.5% of 220,000 active; TR-FRET Mcl-1/Noxa peptide binding, 2 h; AID 1022;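 active means compounds that cut the protein-peptide binding signal by more than 50% relative to plate controls in a single-dose test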;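 further: His-tagged Mcl-1 with rhodamine Noxa BH3 peptide and terbium anti-His antibody; 0% = Mcl-1 plus Noxa peptide wells and 100% = peptide-only wells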
# Mcl1 Bid PPI: Mcl-1/Bid interaction inhibition | Q07820 | TR-FRET Mcl-1/Bid-Dy647 peptide binding, 1536-well | inhibition, % at 21.7 µM | 0.97% of 220,000 active;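 active means compounds that cut the binding signal by more than half at the single screening dose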;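 further: His-tagged Mcl-1 with europium anti-His antibody binding Bid BH3 peptide; 0% = Mcl-1 plus peptide wells and 100% = peptide-only wells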
# Bim-Mcl-1: disrupts Bim peptide binding to human Mcl-1 | inhibition, % at 10 µM | Q07820 | 0.1% of 190,000 active | Bead-based flow cytometry, Bim peptide-Mcl-1 binding; in the data active means inhibition above about 40%;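 further: 0% = no compound tracer wells and 100% = peptide blocker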
# RGS4-Gao reg: human RGS4-Galphao interaction regulation | P09471 | Multiplexed bead flow cytometry, RGS4-Galphao binding; actives lie on both sides | binding response (% of control), % at 10 µM | 0.33% of 220,000 active | AID 1415; in the data active means binding response below about 49% or above about 150%; inactive means in between;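 further: fluorescent Galphao activated with aluminum fluoride binding bead-coupled RGS4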
# Avidin bead fluor: compound fluoresces at 488/530 nm on avidin beads | 0.38% of 220,000 active | fluorescence (KMESF) at 10 µM | AID 1775 | compound fluorescence 488/530 nm, flow cytometry; hits give high values; in the data active means fluorescence above about 47; further: inactives centre near 10
# RGS7-Gao: modulates binding of RGS7 to human Galphao | P09471 | 0.35% of 220,000 active | binding response (% of control), % at 10 µM | Multiplexed bead flow cytometry; actives lie on both sides | AID 1439; in the data active means binding response below about 49% or above about 150%; inconclusive means no clear call, values can overlap the other calls; inactive means in between;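 further: fluorescent Galphao held in activated GDP-AlF4 state binding bead-coupled RGS7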
# ABCG2 block: blocks JC-1 efflux by human ABCG2 transporter; Q9UNQ0; IgMXP3 cells, flow cytometry; inhibition, % at 6.6 µM; 0.1% of 190,000 active; AID 1325;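 active means inhibition above 80%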;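 further: 0% = DMSO and 100% = nicardipine control wells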
#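 Measure – % inhibition of efflux relative to nicardipine and DMSO · Test system – ABCG2 IgMXP3 and barcoded ABCB1 CCRF-Adr cell mix · Control set – nicardipine as high control, DMSO as low control · Compound – one concentration, 6.6 µM final · Signal – flow cytometry of retained JC-1 fluorescence · Timing – 10 min exposure at 25 °C with rotation, no wash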
# GSH fluor: compound fluoresces at 488/530 nm on GSH beads; GSH beads flow cytometry, compound fluorescence 488/530 nm; hits give high values; fluorescence (KMESF) at 10 µM; 0.25% of 190,000 active; in the data active means fluorescence above about 89;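 further: glutathione beads carrying GST-tagged Bcl family fusion proteins plus one bare bead set; values are compound well signal with DMSO vehicle wells as background; inactives centre near 16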
# ABCB1 inh: inhibitors of human ABCB1 transporter, ABCG2 counter-screen. CCRF-Adr cells, JC-1 efflux, flow cytometry. 0.067% of 190,000 active. inhibition, % at 6.6 µM. P08183; in the data active means inhibition above about 40%;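 further: 0% = vehicle and 100% = reference inhibitor; higher value means more JC-1 retained so stronger ABCB1 efflux block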
# Target sequence (P08183 whole entry, looked up): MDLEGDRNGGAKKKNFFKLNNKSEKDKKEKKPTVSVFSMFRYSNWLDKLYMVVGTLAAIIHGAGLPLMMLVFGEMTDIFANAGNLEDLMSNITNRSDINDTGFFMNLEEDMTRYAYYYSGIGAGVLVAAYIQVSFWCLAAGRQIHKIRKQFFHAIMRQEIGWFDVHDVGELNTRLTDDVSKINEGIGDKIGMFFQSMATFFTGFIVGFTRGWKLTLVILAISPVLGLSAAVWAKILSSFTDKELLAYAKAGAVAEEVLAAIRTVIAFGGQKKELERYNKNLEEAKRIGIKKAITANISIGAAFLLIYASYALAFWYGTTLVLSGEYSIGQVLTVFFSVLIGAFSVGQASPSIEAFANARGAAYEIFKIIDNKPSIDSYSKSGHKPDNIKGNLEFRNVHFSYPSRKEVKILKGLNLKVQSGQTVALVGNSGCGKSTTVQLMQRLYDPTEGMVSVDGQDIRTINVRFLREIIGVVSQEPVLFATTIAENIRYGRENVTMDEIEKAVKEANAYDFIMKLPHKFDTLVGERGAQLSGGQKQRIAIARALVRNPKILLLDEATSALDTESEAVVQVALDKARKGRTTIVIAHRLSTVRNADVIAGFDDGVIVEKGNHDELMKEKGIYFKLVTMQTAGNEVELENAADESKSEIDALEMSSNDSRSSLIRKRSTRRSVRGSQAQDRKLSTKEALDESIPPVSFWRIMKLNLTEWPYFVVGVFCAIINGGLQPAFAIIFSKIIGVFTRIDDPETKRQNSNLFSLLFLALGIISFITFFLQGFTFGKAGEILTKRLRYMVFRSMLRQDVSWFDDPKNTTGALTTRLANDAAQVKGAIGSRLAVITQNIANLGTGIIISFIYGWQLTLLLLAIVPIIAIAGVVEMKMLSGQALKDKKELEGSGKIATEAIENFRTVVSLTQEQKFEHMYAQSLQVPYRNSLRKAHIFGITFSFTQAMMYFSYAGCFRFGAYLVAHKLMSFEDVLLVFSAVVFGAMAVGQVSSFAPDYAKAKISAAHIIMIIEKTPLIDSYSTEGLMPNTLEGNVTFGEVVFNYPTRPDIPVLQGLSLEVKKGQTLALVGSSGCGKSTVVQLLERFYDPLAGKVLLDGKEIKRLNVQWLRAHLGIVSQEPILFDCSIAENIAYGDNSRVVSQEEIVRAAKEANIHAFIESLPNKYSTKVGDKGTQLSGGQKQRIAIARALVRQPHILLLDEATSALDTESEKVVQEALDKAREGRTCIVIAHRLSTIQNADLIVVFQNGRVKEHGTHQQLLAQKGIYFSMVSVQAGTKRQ
# RGS8-Gao reg: modulates binding of RGS8 to human Galphao | multiplexed bead flow cytometry; actives lie on both sides | response (percent of control binding), % at 10 µM | 0.34% of 220,000 active | AID 1423; in the data active means response below about 60% or above about 140%; inactive means in between;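 further: Galphao activated as the GDP aluminium fluoride complex binding bead-coupled RGS8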
# Pf gametocyte: kills late stage P. falciparum gametocytes; P. falciparum stage V gametocytes, ATP luminescence, 24 h; inhibition, % at 10.9 µM; 0.065% of 150,000 active; AID 743093;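 active means inhibition above the mean plus 3 SD of compounds within the control limits, set per campaign, cut at about 38% in these data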;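 further: 0% = DMSO wells and 100% = medium only without gametocytes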
# Active calls of the source: *; ? = inconclusive; . = not tested or not shown. Compounds as they come; about 3.3% have a hit in one of these screens.
# A first look, 2 compounds:
Molecule	Pf gametocyte	ABCB1 inh	RGS4-Gao reg	ABCG2 block	RGS7-Gao	RGS8-Gao reg	Mcl1-Noxa inh	GSH fluor	Bim-Mcl-1	Avidin bead fluor	Mcl1 Bid PPI
COCc1cc(Sc2ccc(Br)cc2)nc(-c2ccccc2)n1	-3	0.0	95	0	91	98	-4	11	-7	30	-12
CC(=O)Nc1ccccc1NC(=O)CN(C)S(=O)(=O)c1ccc(C)cc1	.	0.8	103	0	104	101	-9	32	-1	15	-11

# Results (from the top)
Molecule	Pf gametocyte	ABCB1 inh	RGS4-Gao reg	ABCG2 block	RGS7-Gao	RGS8-Gao reg	Mcl1-Noxa inh	GSH fluor	Bim-Mcl-1	Avidin bead fluor	Mcl1 Bid PPI
COCc1cc(Sc2ccc(Br)cc2)nc(-c2ccccc2)n1	-3	0.0	95	0	91	98	-4	11	-7	30	-12
CC(=O)Nc1ccccc1NC(=O)CN(C)S(=O)(=O)c1ccc(C)cc1	.	0.8	103	0	104	101	-9	32	-1	15	-11
CC(C)/C=N\NC(=O)CCCCC(=O)N/N=C/C(C)C	1	0.2	107	3	104	108	2	16	-5	14	-9
CCOc1cccc(C2C(C#N)=C(N)Oc3cc(C)oc(=O)c32)c1OCC (stereo not given)	.	0.0	102	0	101	98	3	5	0	8	-20
O=C(NC12CC3CC(CC(C3)C1)C2)C1CC(=O)N(c2ccccc2)C1 (stereo not given)	3	1.3	101	-7	99	100	17	17	-1	7	1
Cc1ccc2c(c1)N(CC(=O)NCc1cccs1)C(=O)CO2	10	-1.1	99	1	100	100	-12	51	-104	6	-43
COc1cccc(OCCCn2cc(/C=C3/C(=N)N4C=C(C)SC4=NC3=O)c3ccccc32)c1	-16	-0.1	110	-3	113	106	-37	5	-2	17	-16
COc1ccc(CNC(=O)COC(=O)/C=C/c2cccc(Br)c2)cc1OC	20	2.6	95	10	?	97	0	12	-3	11	-28
CCOC(=O)C1(CCOc2ccccc2)CCN(Cc2ccncc2)CC1	-1	1.0	101	2	101	101	9	11	0	11	-9
COc1cccc2sc(NC(=O)c3ccc(Br)s3)nc12	-4	-0.3	87	-1	87	91	30	265*	-6	7	36
CN(C)c1nc(N)nc(CSc2nc3c(c(=O)n(C)c(=O)n3C)n2Cc2ccccc2F)n1	-8	1.3	103	16	100	101	4	12	-1	10	5
COc1ccc(NS(=O)(=O)c2ccc(C)c(NC(=O)NC3CCCCC3)c2)cc1	2	0.1	101	4	98	99	7	21	-4	14	5
Fc1cccc(F)c1CSc1nc2ccccc2[nH]1	10	0.9	101	6	96	100	0	46	0	35	8
CCn1c(C)c(/C=N/Nc2nc3ccccc3s2)c2ccccc21	-4	0.8	98	-1	99	98	11	.	38	12	-31
COc1ccc(S(=O)(=O)N2CCC(C(=O)Nc3ccccc3C)CC2)c2cccnc12	1	0.3	104	2	103	104	-28	42	0	6	-44
COc1ccccc1COCC(O)CNCC1(N2CCCCC2)CCCCC1 (stereo not given)	3	0.1	97	0	99	98	12	50	-2	4	62*
CCNC(=S)NNC(=O)c1cc(-c2ccccc2C)nc2ccccc12	.	0.5	97	2	97	98	-73	8	-2	31	-157
Cc1cc(C)nc(NC(N)=NC(C)c2ccccc2)n1 (stereo not given)	.	-0.1	105	-1	101	98	-5	19	1	9	-6
O=C(NC(=Nc1ccccc1)N1CCOCC1)Nc1ccccc1	.	0.4	94	2	93	98	45	14	-2	37	-23
O=C(CNCc1ccc(Cl)cc1)Nc1cccc(C(=O)O)c1	.	0.3	93	0	95	86	-20	9	0	7	-5
O=C(CNC(=O)c1ccccc1)OCc1ccc([N+](=O)[O-])cc1	-7	0.0	110	0	107	105	-6	5	-2	13	-26
Cc1ccc(N(CCC(=O)NC(C)(C)C)S(=O)(=O)c2ccc(C)cc2)cc1	-9	1.4	105	7	105	122	3	13	0	17	3
Cc1ccc(CSc2n[nH]c(N)n2)cc1	-17	0.1	103	1	104	103	0	9	5	8	-33
Cc1ccc(/C=N/NC(=O)C(=O)N/N=C/c2ccc(C)o2)o1	29	-0.3	101	0	99	102	-12	6	0	20	-16
C/C(=N\NC(=O)CN(c1ccccc1Br)S(C)(=O)=O)c1ccc2c(c1)OCCO2	.	0.6	102	5	100	102	8	12	-3	15	-9
CCOC(=O)c1nnn(-c2nonc2-n2cccc2)c1CN1CCC(C(=O)OCC)CC1	.	1.8	99	5	101	100	-2	13	0	28	-26
O=c1c2ccccc2c2ccccc2c(=O)n1Cc1cccnc1	.	0.7	100	4	100	101	-1	7	3	11	-7
CCCC(c1nnnn1Cc1ccco1)N1CCN(C(=O)c2ccco2)CC1 (stereo not given)	18	0.1	95	0	99	96	18	17	-2	8	2
COc1ccc(-c2nn(CCC#N)cc2/C=N/O)cc1	12	0.8	100	2	105	103	10	16	-3	22	-5
COc1ccc(C2Nc3ccccc3C(=O)N2NS(C)(=O)=O)cc1 (stereo not given)	11	0.1	99	0	96	101	-10	11	11	6	-17
O=C(Cn1cc(C(=O)COc2ccccc2)c2ccccc21)NCc1ccco1	.	0.9	98	39	97	93	15	13	-2	7	-24
CCOc1ncccc1C(=O)Nc1cccc(-c2nc3cccnc3s2)c1	9	.	100	.	?	100	17	.	.	8	-4
CCCC(=O)Nc1cc(C(F)(F)F)ccc1N1CCOCC1	12	0.5	102	0	102	102	3	20	-4	5	-22
Cc1ccc(CNC(=O)CCCCCNc2nc(=S)[nH]c3ccccc23)cc1	.	-0.4	97	0	93	109	-12	53	-5	23	7
Cc1ccc(C(=O)OC2CCS(=O)(=O)c3sccc32)cc1 (stereo not given)	-11	0.0	106	0	104	110	20	28	0	13	-5
COc1ccc(CN(C(=O)c2nsc(Cl)c2Cl)C(C(=O)NC2CCCC2)c2ccc(C)cc2)cc1 (stereo not given)	-2	9.4	101	16	102	102	2	13	-1	12	-4
C#CCn1c(=NC(=O)c2ccc(S(=O)(=O)N3CCc4ccccc4C3)cc2)sc2cc(S(N)(=O)=O)ccc21	.	-1.0	99	-3	99	101	-51	7	-3	3	22
COc1ccccc1NS(=O)(=O)c1cc(NC(=O)c2ccc3ccccc3n2)ccc1Cl	4	-0.2	100	-1	101	102	2	5	-5	2	-8
COc1ccc(CC(=O)NNc2ncnc3c2cnn3-c2ccccc2)cc1	6	-0.5	105	3	113	119	-8	12	4	12	-12
O=C(COC(=O)C(Cc1ccccc1)NC(=O)c1ccccc1)c1ccccc1 (stereo not given)	-15	0.9	101	2	101	101	-9	9	-5	2	-5
CCn1c(=O)c2cc(C(=O)NCCN3CCOCC3)sc2c2ccccc21	.	0.5	102	6	101	108	23	23	-3	7	-9
c1ccc(-c2cc3c(N4CCOCC4)ncnc3s2)cc1	.	0.5	100	3	102	103	2	13	-1	39	9
Nc1c(C(=O)Nc2ccccc2)c2nc3ccccc3nc2n1CCCN1CCOCC1	1	.	94	.	?	98	18	.	.	7	-8
NC(=O)C1CCN(c2ncnc3c(-c4ccccc4)nsc23)CC1	.	0.3	100	12	101	100	-9	25	-2	12	5
CCCCC(O)(CCCC)C(=O)NN(C(=O)OCC)c1ccccc1	-2	1.7	99	4	103	102	7	12	-2	15	1
COc1ccc(/C=N/NC(=S)Nc2ccccc2)cc1COc1ccccc1F	16	-0.8	97	-6	104	103	2	7	-3	3	-31
CCN(CC)S(=O)(=O)N1CCC(C(=O)NCc2ccc(C)cc2)CC1	.	1.2	100	5	97	100	6	15	0	11	-8
O=C(NC1CC1)c1cc(F)c(F)cc1Cl	-1	0.5	92	2	93	96	9	28	-3	11	10
CCN(CC)CCCNC(=O)c1ccc(Cl)c(S(=O)(=O)Nc2ccccc2OC)c1	-7	0.4	103	4	100	93	12	22	1	21	0
COc1ccc(CN(C)C(C)C(=O)Nc2ccc(S(=O)(=O)N3CCOCC3)cc2)c(OC)c1 (stereo not given)	-2	0.2	97	0	94	99	-9	10	-5	20	-12
COc1ccc(CC(=O)N/N=C/c2ccc(-c3ccc(F)cc3)o2)cc1OC	14	.	99	.	?	100	5	.	.	5	-36
Cc1ccc2nc(SCC(=O)NCc3ccco3)[nH]c2c1	12	-0.2	96	6	104	107	7	45	-1	8	-64
C/C(=N\NC(=O)c1cccnc1)c1cccc([N+](=O)[O-])c1	-4	0.5	102	13	113	102	9	22	-2	5	-22
COC(=O)CCC(=O)c1oc2ccccc2c1NC(=O)CCCN1C(=O)c2ccccc2C1=O	.	1.8	101	7	97	100	5	22	-1	34	2
CC1CC(C)CN(C(=O)c2cc3cc(Br)cc(Br)c3o2)C1 (stereo not given)	5	0.4	102	5	101	100	19	7	-2	21	-2
CCOC(=O)c1nn(-c2ccccc2F)c(-c2ccccc2)c1C(=O)c1ccccc1	.	0.9	98	2	102	101	-2	9	1	11	-6

# The list goes on.
Molecule	Pf gametocyte	ABCB1 inh	RGS4-Gao reg	ABCG2 block	RGS7-Gao	RGS8-Gao reg	Mcl1-Noxa inh	GSH fluor	Bim-Mcl-1	Avidin bead fluor	Mcl1 Bid PPI
O=C(Nc1nc(-c2ccncc2)cs1)C1c2ccccc2Oc2ccccc21	23	0.1	103	2	106	101	14	9	0	13	-13
O=C(CSc1nnc(-c2ccccc2)o1)N1CCOCC1	-21	0.1	95	1	99	102	8	9	0	10	-25
Cc1ccc(OCC(=O)N/N=C2\CCOc3c(C)cccc32)cc1	.	0.1	96	2	99	99	-7	35	-1	10	-3
O=P(O)(CN1CCCCC1)CN1CCCCC1	.	0.2	101	1	105	101	8	12	-2	10	18
COc1cc(NC(=O)NCc2ccncc2)cc(OC)c1OC	.	0.9	103	5	104	102	5	13	-3	7	-49
Cc1cc(C)cc(N(CC(=O)NCC2CCCO2)C(=O)CCC(=O)Nc2cc(C)on2)c1 (stereo not given)	.	-4.2	104	-7	99	96	5	29	-2	1	-2
O=C(/C(=C/O)N=Nc1ccc(Cl)cc1)c1ccncc1	0	0.8	96	15	98	103	20	25	0	15	-59
O=C(NC(=S)Nc1ccc(CN2CCOCC2)cc1)c1ccc([N+](=O)[O-])cc1	-13	1.1	101	4	102	101	15	12	-1	13	-12
COc1ccc(CCNC(=O)CCS(=O)(=O)c2ccc(Br)cc2)cc1OC	-12	0.2	104	1	102	105	21	15	-1	11	2
COc1ccc(-c2cc(C(F)(F)F)nc(SCC(=O)Nc3sc4c(c3C#N)CCC4)n2)cc1	.	0.7	102	4	103	103	-14	42	-2	7	-14
COc1ccc(-c2c(C)n([O-])c3c([n+]2=O)CCCCC3)cc1	.	0.3	104	-2	102	106	9	11	-3	8	-6
COc1ccc(-c2cc(C(=O)Nc3ccc(S(=O)(=O)Nc4onc(C)c4C)cc3)c3ccccc3n2)cc1OC	6	.	103	.	?	103	24	.	.	11	3
